Compound activity as filed in PubChem BioAssay.
MITF inh = human MITF inhibition, primary screen. O75030. AlphaScreen MITF homodimerization, bead proximity signal. inhibition, % at 2.6 µM. 650,000 compounds, 0.91% hits. AID 1259374; in the data active = inhibition above about 50%;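 note: 0% = vehicle wells with protein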
Target sequence (O75030 whole entry, looked up): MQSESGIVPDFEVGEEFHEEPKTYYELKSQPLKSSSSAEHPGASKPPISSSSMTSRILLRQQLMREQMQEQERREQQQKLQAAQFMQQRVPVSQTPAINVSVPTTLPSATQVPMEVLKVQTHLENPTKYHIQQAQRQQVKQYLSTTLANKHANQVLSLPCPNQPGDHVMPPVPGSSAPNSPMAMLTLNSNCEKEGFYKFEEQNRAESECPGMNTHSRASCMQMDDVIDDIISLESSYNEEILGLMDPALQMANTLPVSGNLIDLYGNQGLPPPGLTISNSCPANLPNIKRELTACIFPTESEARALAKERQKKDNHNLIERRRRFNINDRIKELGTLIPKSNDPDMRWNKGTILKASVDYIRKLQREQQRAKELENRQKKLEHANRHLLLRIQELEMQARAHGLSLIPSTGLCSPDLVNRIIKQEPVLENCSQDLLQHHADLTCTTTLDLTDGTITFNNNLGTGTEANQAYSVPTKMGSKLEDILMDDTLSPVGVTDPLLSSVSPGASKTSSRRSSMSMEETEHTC
TEAD-YAP inh = TEAD-YAP interaction inhibition. HEK-TIYL cells, TEAD-Gal4/YAP UAS-luciferase luminescence. inhibition, % at 9.12 µM. 640,000 compounds, 1.4% hits; in the data active = inhibition above about 32%;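 note: 0% = median of test compound wells and 100% = reference inhibitor wells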
GPR151 activ = human GPR151 activation; PathHunter beta-arrestin GPR151 cells, luminescence; activation, % at 11.2 µM; 650,000 compounds, 1% hits; AID 1508602; in the data active = activation above about 4.9%;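 note: 0% = median of compound wells and 100% = cells with positive control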
Target sequence (Q8TDV0 whole entry, looked up): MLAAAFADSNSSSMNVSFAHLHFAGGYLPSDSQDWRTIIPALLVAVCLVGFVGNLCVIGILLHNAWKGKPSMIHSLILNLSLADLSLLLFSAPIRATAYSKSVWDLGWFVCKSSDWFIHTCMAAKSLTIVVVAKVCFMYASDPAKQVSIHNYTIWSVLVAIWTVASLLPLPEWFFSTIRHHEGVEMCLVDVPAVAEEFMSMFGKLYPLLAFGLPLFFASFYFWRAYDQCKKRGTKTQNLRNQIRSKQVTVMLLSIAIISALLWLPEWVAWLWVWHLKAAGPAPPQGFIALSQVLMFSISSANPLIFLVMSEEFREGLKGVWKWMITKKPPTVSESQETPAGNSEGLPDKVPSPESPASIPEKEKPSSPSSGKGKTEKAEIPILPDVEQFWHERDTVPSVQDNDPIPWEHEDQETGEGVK
FBW7 act = human FBW7 E3 ligase activation, primary screen. 650,000 compounds, 0.13% hits. Q969H0. AlphaScreen FBW7–phospho-cyclin E peptide binding, activator screen. normalized activity (activation), % at 26.1 µM; in the data active = normalized activity above about 1.9%;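 note: purified mutant Fbw7 with reduced substrate affinity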
* marks the source's active call; other numbers are inactive results; & = joins results of further samples.

Values run as follows: MITF inh | TEAD-YAP inh | GPR151 activ | FBW7 act
CC(C)NC(=O)COC(=O)c1ccc(N2C(=O)c3cccc4cccc(c34)C2=O)cc1
    -13.3 | 6.6 | 2.1 | 0.1
CC(=NCc1cccs1)c1c(C(F)(F)F)[nH]n(-c2nc3ccccc3s2)c1=O
    -2.6 | -8.6 | -8.1 | -0.1
Cc1nc(NC2CCN(CC(=O)NC3CCCCC3)CC2)[nH]c(=O)c1C
    -1.2 | 14.6 | 1.6 | 0.1
Nc1nnc(CC(=O)N/N=C\c2cccc(O)c2)s1
    -11.2 | -8.5 | 0.1 | -1.0
O=C1C2C(c3ccc(Br)cc3)OC3(C(=O)c4ccccc4C3=O)C2C(=O)N1c1ccccc1C(F)(F)F (configuration not stated)
    -11.4 | 1.0 | 1.2 | -0.1
O=C(Cc1ccccc1)Nc1sc2c(c1C(=O)Nc1cccc3ccccc13)CCC2
    2.9 | -4.0 | -1.0 | 0.0
COc1ccc(C(C)=O)cc1CSc1nc2ccccc2c(=O)n1CC1COc2ccccc2O1 (configuration not stated)
    -1.3 | 1.0 | 0.6 | 0.1
CCC(C)NCCOc1ccc(Br)cc1C (configuration not stated)
    29.3 | -2.8 | 1.1 | 0.0
COc1ccccc1CN(Cc1cc2cc(C)ccc2n2nnnc12)C(=O)c1ccncc1
    -3.0 | 14.2 | 0.3 | 0.0
CCN(CC)C(=O)CN1C(=O)C(O)(CC(=O)c2ccc(Br)cc2)c2ccccc21 (configuration not stated)
    14.4 | -5.5 | -1.1 | 0.1
CCOC(=O)C1=C(C)N=c2s/c(=C/c3cc(Cl)c(OCc4cccc(C(=O)O)c4)c(OC)c3)c(=O)n2C1c1ccc(F)cc1 (configuration not stated)
    4.1 | -5.0 | 2.7 | 0.0
C/C(=C\C(=O)c1ccccc1)Nc1ccc2c(c1)OCO2
    14.9 | -11.2 | 0.3 | 0.0
O=C(NCCc1nnc2n1CCN(Cc1ccc(F)cc1)CC2)c1ccoc1
    4.4 | 2.9 | -1.0 | 0.2
C=CCc1cccc(/C=N/NC(=O)CN2CCOCC2)c1O
    -5.0 | 17.2 | 0.1 | -0.8
CC(C)N(CCNC(=O)C1CCN(c2ccc(Cl)nn2)CC1)C(C)C
    4.7 | -6.0 | -0.5 | 0.0
CN(CCC#N)C(=O)COC(=O)c1c2c(nc3ccccc13)/C(=C/c1ccco1)CC2
    72.6* | -24.7 | 1.0 | -0.3
O=C(/C=C/c1ccco1)Nc1ccc2oc(-c3cccnc3)nc2c1
    14.4 | 0.3 | 0.2 | 0.0
CC(C)(C)c1ccc(-c2nnc(SCc3ccc(OC(F)(F)C(F)F)cc3)n2C2CCCCC2)cc1
    10.9 | -3.1 | -0.3 | -0.2
COc1cc(NCCNC(=O)C(C)C)nc(OC)n1
    -4.0 | -6.8 | -0.5 | -0.2
CN(C)c1ccc(C2/C(=C(/O)c3ccccc3)C(=O)C(=O)N2CCO)cc1 (configuration not stated)
    -0.8 | -2.7 | 1.1 | 0.1
CCN=C1SC(CC(=O)Nc2sc3c(c2C(=O)OCC)CCCC3)C(=O)N1CC (configuration not stated)
    4.9&-10.4 | -9.3&2.5 | -1.7&2.0 | 0.0&0.3
CCn1nc(C)c(CN2CCN(CC=C(C)C)C(CCO)C2)c1C (configuration not stated)
    3.6 | 14.3 | 0.8 | 0.0
CCOc1ccc(C2C(C(=O)OC)=C(N)OC3=C2C(=O)CC(c2ccccc2)C3)cc1 (configuration not stated)
    15.6 | -8.1 | 1.2 | 0.0
O=C(O)c1ccc(Cl)cc1NC(=O)C(F)(F)F
    -6.9 | -5.8 | 1.7 | -0.2
Cc1ccc(NC(=O)CN2C(=O)N/C(=C/c3ccc(N4CCCCC4)cc3C)C2=O)cc1
    19.2 | 4.4 | 3.4 | 0.0
COc1cccc2ccc(CN3CCN(C4CCCC4)C(CCO)C3)nc12 (configuration not stated)
    6.7 | 11.3 | 1.1 | 0.1
Cc1ccc(C(=O)Nc2ccccc2C(=O)O)cc1
    -19.8 | -28.8 | -9.6 | 0.2
Cc1cc(NCCc2ccc(O)cc2)nc(Nc2cccnc2)n1
    -1.0 | 0.1 | 1.5 | 0.0
C=CCn1c(SCC(=O)O)nc2c1c(=O)n(C)c(=O)n2C
    3.4 | 2.3 | 0.9 | -0.2
CCC(C)NC(=O)CN1C(=O)/C(=C\c2ccc(F)cc2)Oc2ccccc21 (configuration not stated)
    -15.4 | -10.9 | -0.7 | 0.0
Cn1c(=O)oc2cc(S(=O)(=O)NCCC(=O)Nc3ccc(F)cc3F)ccc21
    10.0 | -1.4 | -0.3 | 0.1
COc1cccc(NC(=O)CCN2C(=O)C3C4C=CC(CC4)C3C2=O)c1 (configuration not stated)
    6.8 | -18.3 | 1.2 | -0.2
COc1cccc(CN2CCC3(CC2)CC3C(=O)N2CCN(Cc3cccs3)CC2)c1 (configuration not stated)
    -4.2 | 0.0 | -0.3 | -0.1
CC[C@H](C)[C@H](NC(N)=O)C(=O)NNC(=O)c1ccc(COc2cccc3cccnc23)cc1
    5.6 | -1.0 | -1.3 | -0.2
COC(=O)c1ccc(COc2ccc(/C=N/Nc3nnc(C)c(=O)[nH]3)cc2)cc1
    -3.6 | -12.8 | -2.3 | -0.2
Cn1c(SCC(=O)NN)nc2ccccc21
    2.2 | 3.6 | -1.1 | 0.0
CC1CCCCN1C(=O)c1cccc(C(=O)N2CCCCC2C)c1 (configuration not stated)
    12.9 | -0.9 | 0.0 | 0.1
Cc1c(N2C(=O)C(C)SC23C(=O)Nc2ccccc23)c(=O)n(-c2ccccc2)n1C (configuration not stated)
    11.9 | -8.4 | -1.4 | -0.1
Fc1cc(-c2nc(Nc3ccc(CN4CCCCC4)cc3)ncc2F)cc(N2CCOCC2)c1
    -8.6 | 92.0* | 2.0 | -0.2
N#C/C(=C(/O)CSc1n[nH]c(=O)[nH]c1=O)c1nc2ccccc2[nH]1
    8.4 | 2.1 | 0.2 | 0.0
COc1ccc(/C=C2\N=C(c3ccc(C)cc3)N(C)C2=O)cc1
    -12.3 | -7.5 | 0.4 | 0.6
O=C(CNC(=O)c1ccccc1)NCC(=O)OCc1ccccc1Cl
    16.9 | 2.7 | -1.2 | 0.7
COc1ccc(Br)cc1/C=N/NC(=O)CCn1nnc2ccccc21
    -9.3 | -7.3 | 0.8 | -0.2
CN1C(=O)c2ccc(N=C3NC(=O)CS3)cc2C1=O
    0.1 | 1.6 | -0.1 | 0.4
CCOCCCn1c(=S)[nH]c2cc(C(=O)NCC3COc4ccccc4O3)ccc2c1=O (configuration not stated)
    -5.8 | -8.0 | 0.0 | 0.1
CC(=O)N(/C=C1\Sc2ccccc2C1=O)N1CCCCC1
    -1.2 | -49.9 | 0.5 | -0.1
Cc1ccc(/C(O)=C2/C(=O)C(=O)N(CC(C)O)C2c2cccc(O)c2)cc1 (configuration not stated)
    -4.2 | 1.6 | -0.5 | -0.2
CCSc1nnc(NC(=O)CSc2cn(CCNC(=O)c3ccc(F)cc3)c3ccccc23)s1
    10.8 | 6.2 | 1.0 | 0.3
COc1ccc(-c2noc(CNC(=O)c3ccco3)n2)cc1
    1.9 | -5.3 | 0.3 | -0.1
COc1ccccc1CNC(=O)c1cc([N+](=O)[O-])cc([N+](=O)[O-])c1
    -0.6 | -7.0 | -0.5 | 0.0
O=C(O)/C=C/c1cc2cccc3c2n(c1=O)CC3
    0.9 | 7.7 | -0.6 | -0.3
O=c1ccc(-c2ccccc2)cn1Cc1cccc(C(F)(F)F)c1
    -6.6 | 23.4 | 0.3 | 0.1
COC(=O)C1CC(=O)N(Cc2ccc3ccccc3c2)C12CCN(CCC(C)C)CC2 (configuration not stated)
    -5.1 | -3.1 | -0.2 | -0.1
CSCCN1C(=O)NC2(CCC(C)CC2)C1=O (configuration not stated)
    8.7 | -6.5 | -1.9 | 0.1
Cc1ccc(S(=O)(=O)NC(=O)N2CCC(c3nc(-c4ccncc4)no3)CC2)cc1
    0.5 | -0.3 | 0.1 | 0.0
COc1ccc(CCNCc2ccc(-n3ccnc3)cc2)cc1
    36.1 | -1.4 | -1.1 | 0.0
CCCCc1ccc(C2C3=C(CC(C)(C)CC3=O)NC3=C2C(=O)c2ccccc23)cc1 (configuration not stated)
    28.9 | 0.5 | 0.8 | 0.1
CCOc1ccc(CCN/C(C)=C/c2nsc(Nc3ccc(F)c(Cl)c3)n2)cc1OCC
    -5.4 | -11.9 | 0.8 | 0.8
CC(=O)c1ccc(S(=O)(=O)N(C)CC(=O)NCC(F)(F)F)cc1
    -4.2 | -20.9 | -0.4 | 0.1
O=C(CSc1n[nH]c(=O)[nH]c1=O)NCC1CCCCC1
    2.2 | -0.8 | 0.1 | -0.1

More structures.
Values run as follows: MITF inh | TEAD-YAP inh | GPR151 activ | FBW7 act
Cc1ccc(-c2nnc(/N=C\c3c[nH]c4ccccc34)s2)cc1
    3.3 | -8.4 | 0.2 | 0.0
CCOC(=O)COc1ccc2c3c(c(=O)oc2c1)CCCCC3
    6.6 | 11.4 | -0.6 | 0.0
COCCCNC(=O)C(C)NS(=O)(=O)c1ccc(Br)cc1 (configuration not stated)
    6.2 | 5.4 | -2.3 | 0.1
COc1cccc(/C=N/N2C(=O)c3ccccc3C2=O)c1O
    2.8 | -55.3 | -1.2 | 0.4
COc1ccc(/C=N/NC(=S)Nc2cccc(C(=O)O)c2)c(OC)c1
    -3.9 | 3.9 | -1.7 | -0.2
CCOc1ccc(-c2nocc2C#N)cc1
    5.0 | -13.2 | 0.0 | -0.1
Cc1ccsc1CN1CCc2nnc(C3CCCO3)n2CC1 (configuration not stated)
    8.7 | 7.8 | -0.8 | -0.1
COc1ccc2cc(-c3[nH]ncc3CN(C)Cc3ccncc3C)ccc2c1
    3.9 | -31.8 | 0.7 | -0.1
CCCC(C)C(=O)Nc1ccc(NC(C)=O)cc1 (configuration not stated)
    14.4 | 5.0 | -0.8 | 0.6
COc1ccc(OC)c(-n2c(=S)sc3c(=O)n(C4CCCCC4)c(SCc4ccncc4)nc32)c1
    2.9 | -15.4 | -0.7 | 0.0
O=C1N[C@@H](COCc2ccccc2)C(=O)N2CCN(Cc3nc(-c4ccccc4)cs3)C[C@H]12
    17.3 | 3.1 | 0.3 | 0.1
COc1ccccc1N1CCN(S(=O)(=O)C2CC2)CC1
    6.6 | 2.0 | 0.9 | 0.0
O=C1COc2cc(S(=O)(=O)NCc3cccnc3)ccc2N1
    -6.8 | 0.3 | -0.8 | 0.2
CCn1c(N)c(C(=O)NC2CCCCC2)sc1=S
    17.4 | -6.0 | 1.8 | 0.0
CCOC(=O)c1ccc(NC(=O)C2CC(=O)N(CCc3ccccc3)C(=Nc3ccccc3)S2)cc1 (configuration not stated)
    1.3 | 5.2 | 0.0 | 0.0
N#CN=C(N)CSc1nc(-c2cccs2)cc(C(F)(F)F)c1C#N
    -9.6 | 13.9 | -0.4 | 0.1
COc1cc(S(=O)(=O)N2CCC(C(N)=O)CC2)ccc1Br
    -3.8 | 1.1 | -0.3 | -0.2
CCN(CC)Cc1c(O)ccc2c1O/C(=C\c1ccccc1)C2=O
    -2.1 | 5.2 | 2.8 | -0.4
Cc1nnc(NC(=O)c2ccco2)s1
    -1.5 | -5.7 | 0.4 | 0.0
COCCCNCCCOc1cc(C)cc(C(C)C)c1
    42.1 | 6.1 | -1.6 | 0.1
COc1cccc2cc(C(=O)N(Cc3ccccc3)CC3CCCO3)c(=O)oc12 (configuration not stated)
    7.6 | -26.6 | 1.9 | 0.3
Cc1cccc(-c2nc(CS(=O)CC(=O)NCc3ccc4c(c3)OCO4)c(C)o2)c1 (configuration not stated)
    5.5 | -4.0 | -0.2 | -0.1
COc1ccccc1-c1cnn2ccc(Nc3ccccc3)nc12
    3.6 | -10.7 | 0.3 | 0.6
CCN(CC)c1ccc(NC(=O)c2ccccc2OCC(=O)Nc2ccccc2Cl)cc1
    19.1 | -0.2 | 1.2 | -0.1
C[n+]1cccc(C(=O)NCCOC(=O)Cc2ccccc2)c1
    -5.2 | 7.6 | -0.4 | 0.5
COc1cc(Nc2cc(C)nc(-c3ccc(C(=O)NC4CC4)cc3)n2)cc(OC)c1OC
    -14.6 | 4.4 | 1.2 | 0.1
Cc1cc(F)c(F)c(C(=O)n2cncn2)c1F
    -0.6 | -7.9 | -1.3 | 0.0
COc1cc(C(=O)N2CCN=C2SCc2ccc(F)cc2)cc(OC)c1OC
    7.7 | 5.3 | 0.0 | 0.3
Cn1cc(S(=O)(=O)N2CCOCC2)cc1C(=O)N1CCc2ccccc2C1
    10.7 | 4.4 | 0.5 | -0.2
O=C(c1nc2ccc(Cl)cn2c1CNCc1cccnc1)N1CCCCCCC1
    7.5 | 9.3 | 1.2 | 0.1
COc1ccccc1NC(=S)N(CCN(C)C)C(C)c1ccccn1 (configuration not stated)
    65.6* | 0.3 | -0.1 | -0.3
O=C1NC(c2ccccc2Cl)=N/C1=C/c1cccc(Cl)c1
    -1.4 | -29.7 | 0.5 | 0.1
Cc1c(CCC(C)C)c(N2CCN(CCc3ccccc3)CC2)n2c(nc3ccccc32)c1C#N
    12.1 | 13.0 | 1.2 | 0.1

Reprinted at random: five entries already listed
Values run as follows: MITF inh | TEAD-YAP inh | GPR151 activ | FBW7 act
C/C(=C\C(=O)c1ccccc1)Nc1ccc2c(c1)OCO2
    14.9 | -11.2 | 0.3 | 0.0
O=C1NC(c2ccccc2Cl)=N/C1=C/c1cccc(Cl)c1
    -1.4 | -29.7 | 0.5 | 0.1
Cc1cc(NCCc2ccc(O)cc2)nc(Nc2cccnc2)n1
    -1.0 | 0.1 | 1.5 | 0.0
C[n+]1cccc(C(=O)NCCOC(=O)Cc2ccccc2)c1
    -5.2 | 7.6 | -0.4 | 0.5
COc1ccc(C(C)=O)cc1CSc1nc2ccccc2c(=O)n1CC1COc2ccccc2O1 (configuration not stated)
    -1.3 | 1.0 | 0.6 | 0.1
